mHtt clearance: clearance of mutant huntingtin inclusions, primary screen, imaging, HeLa Exon1htt(103Q)mCFP, confocal imaging. aggregate imaging; zero = plate's median compound well. inhibition, % at 1.5 µM. 47,000 tested, 0.42% active. AID 853, 2007;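 active = inhibition of aggregate fluorescence above about 70%, also judged a hit by eye on the cell image, limit read from the data, passing the limit was not always enough; inconclusive = no rule stated for this call; inactive = not judged a hit on image review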;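 note: cells exposed to compound for three days before fixation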
mHtt clearance grain fraction: second read-out of mHtt clearance, no call of its own (marks repeat the call); fraction fluorescence in grains; measured here: aggregate grain fluorescence fraction; stronger effect = lower value;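 scaled fraction of total cell fluorescence in grains with unit not stated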
Starred values were filed as active, the others as inactive; ? = inconclusive; . = no result given. This is a subset. The share of hits here may be higher or lower than overall.

mHtt clearance grain fraction,mHtt clearance,mol
38,-84,Cc1ccc(-c2ccc(=O)n(CC(=O)NCCN(C)C)n2)cc1
29,-77,COC(=O)Cn1c(C)nc2c(sc3nc(C)cc(C)c32)c1=O
.,?,Cc1onc(-c2ccccc2Cl)c1C(=O)NCc1ccc(N2CCCC2=O)cc1
60,-63,CCCCN(C)C(=O)c1oc2ccc(S(=O)(=O)N3CCCCCC3)cc2c1C
19,14,Cc1nc(SCCO)c2oc3ccccc3c2n1
24,-38,Cc1sc2nc(-c3ccco3)oc(=O)c2c1C
28,17,CCSc1nnc(NC(=O)Cc2ccc(OC)c(S(=O)(=O)N3CCOCC3)c2)s1
41,-23,O=C1C2=C(c3ccccc31)[N+](=O)[C@@H]1CCCC[C@@H]1N2[O-]
22,-4,COC(=O)/C=C1/S/C(=N/NC(=O)c2ccccc2C)NC1=O
18,7,COc1ccccc1NC(=O)N(Cc1ccccc1)c1ccccn1
21,-18,Cc1ccc2c(c1)c1c(n2C)C(C(N)=O)CCC1 (stereo unspecified)
26,-34,O=C(COC(=O)c1cncc(Br)c1)NCCC1=CCCCC1
21,-12,Cn1c(=O)c2c(ncn2CC(=O)Nc2nnc(Cc3ccccc3)s2)n(C)c1=O
40,-10,COc1ccc(OC)c(CCNC(=O)CS(=O)(=O)Cc2nc(-c3ccccc3C)oc2C)c1
9.8,45,Oc1ccc(Cl)cc1C1=Nc2ccccc2N=C(c2ccco2)C1
9.1,44,COC(=O)c1cn(CC(=O)NCc2cccs2)c2ccccc12
31,-2,CCC(C)c1ccc(O)c(NC(=O)c2cccnc2)c1 (stereo unspecified)
16,1,COc1ccc(NC(=O)CN(c2ccc(C)cc2)S(C)(=O)=O)c(OC)c1
27,29,CCSc1nnc(NC(=O)C2CC=CCC2C(=O)O)s1 (stereo unspecified)
19,-4,NC(=O)Cn1c(S(=O)(=O)Cc2ccccc2)nc2ccccc21
12,44,COc1ccccc1-n1c(SCC(=O)N2CCCC2)nc2cccnc21
20,-1,COc1ccc(CNc2nc3nc(-c4ccccc4)cc(=O)n3[nH]2)cc1OC
21,-3,CCS(=O)(=O)Nc1ccc2c(c1)N(C(C)=O)c1ccccc1CC2
40,-100,O=C(COc1ccccc1)c1cn(CC(=O)N2CCOCC2)c2ccccc12
9.8,49,CCC(C)C(=O)Nc1cc(OC)c(OC)cc1C(=O)O (stereo unspecified)
19,3,CCCOc1ccc(C(=O)Nc2ccc(Cl)cn2)cc1
35,13,O=C(c1cc(-c2ccc3c(c2)OCO3)on1)N1CCN(c2ccc(F)cc2)CC1
33,11,CCn1c2ccccc2c2cc(CN3CCN(C(=O)c4ccco4)CC3)ccc21
14,29,C=CCSc1nnc(NC(=O)CSc2ccccn2)s1
13,29,COc1cccc(C(=O)Nc2nc(-c3ccc(S(=O)(=O)N4CCOCC4)cc3)cs2)c1
20,42,COc1ccc(C(=O)Nc2ccc(-c3ccc(C)o3)cc2)cc1S(=O)(=O)N1CCOCC1
41,-15,CC(C)CC(OC(=O)c1cccs1)C(=O)NCc1cccs1 (stereo unspecified)
17,54,CC(=O)c1c(N2CCOCC2)nc(=S)n(Cc2ccccc2)c1C
24,-25,CCOC(=O)N1CCN(C(=O)c2cnn3c(C)c(Cc4ccc(C)cc4)c(C)nc23)CC1
16,20,CC(=O)Nc1cnc2ccccc2n1
30,18,CCCC(=O)Nc1c2c(nn1-c1ccc(C)cc1C)CSC2
18,-13,CC1CCCN(C(=O)CCS(=O)(=O)Cc2ccccc2)C1 (stereo unspecified)
57,-32,O=C(c1ccco1)N1CCN(C(=O)c2ccc(COc3ccc4c(c3)CCC4)o2)CC1
18,11,COC(=O)c1ccccc1NC(=O)CN1CCN(C(=O)c2ccco2)CC1
22,-22,CCOC(=O)c1oc2cccc(OC(C)=O)c2c1C
21,38,O=C(CC1Oc2ccc(Cl)cc2NC1=O)NC1CCCCCC1 (stereo unspecified)
56,-46,Cc1ccc(S(=O)(=O)N2CCN(C)CC2)cc1-c1nnc2c3ccccc3c(C)nn12
17,0,O=C(c1sccc1-n1cccc1)N1CCCC1
17,-4,CSc1ccccc1C(=O)NCCSc1ccccc1
12,45,c1ccc(C(c2nnnn2C2CCCCC2)N2CCc3ccccc3C2)nc1 (stereo unspecified)
45,-16,O=C(CCCCn1c(=O)c2ccccc2n(Cc2ccc(F)cc2)c1=O)NCc1ccco1
21,5,CCOc1ccccc1N1C(=O)CC(Nc2ccc(N3CCOCC3)cc2)C1=O (stereo unspecified)
19,7,CCNC(=O)COc1ccc2ccccc2c1
46,6,COc1ccccc1C1CC(=O)Nc2c1c(=O)n(C)c(=O)n2C (stereo unspecified)
30,-41,Clc1ccccc1CSc1cc2c(nn1)-c1ccccc1CC2

New compounds follow.
mHtt clearance grain fraction,mHtt clearance,mol
36,2,COc1ccccc1N1CCN(C(c2cc3cc(C)ccc3[nH]c2=O)c2nnnn2C2CCCC2)CC1 (stereo unspecified)
19,10,COc1ccc(NC(=O)CSc2nc(O)cc(=O)n2C)cc1
20,-5,CC1(C)CC2CC(C)(CN2C(=O)Cc2ccccc2)C1 (stereo unspecified)
6.2,66,CC(C)(CO)Nc1nc(N2CCCC2)nc(N2CCCC2)n1
33,24,CCOC(=O)CC(=O)c1cc(OC)c(OC)c(OC)c1
17,19,CCOc1ccc(-n2c(SCC(=O)Nc3ccc(OC)cc3)nc3c(c2=O)SCC3)cc1
29,20,COc1ccc(S(=O)(=O)N2CCCC2C(=O)Nc2nnc(-c3cccnc3)s2)cc1 (stereo unspecified)
77,-60,Cc1ccnc(SCCn2c(N3CCCCC3)nc3c2c(=O)[nH]c(=O)n3C)n1
42,-25,CCc1nnc(NC(=O)CCC(=O)N2CCN(Cc3cc(F)ccc3OC)CC2)s1
42,13,CCOC(=O)N1CCC(NC(=O)COc2cc(=O)n(C)c3ccccc23)CC1
9,53,CSc1nc(C)cc(OCC(=O)N2CCOCC2)n1
25,22,O=C(CCN1CCCCCC1)Nc1ccc(F)c(F)c1
33,13,O=C(NC1(C(F)(F)F)NC(=O)N(Cc2cccnc2)C1=O)c1ccccc1Cl (stereo unspecified)
20,-4,CCN1CCN(C(=O)c2ccc3c(=O)n(C4CCCC4)c(=S)[nH]c3c2)CC1
17,7,COc1ccc(Cl)cc1C(=O)Nc1ccc(NC(=O)c2ccco2)cc1
36,-6,O=C(NCc1ccccn1)c1ccc(=O)oc1
25,40,Cc1[nH]nc(N=CC2=C(O)CC(c3ccco3)CC2=O)c1-c1ccccc1 (stereo unspecified)
8.4,57,Cc1ccc(C)c2c(SC(C)C(=O)NCc3ccco3)nc(-c3ccccc3)nc12 (stereo unspecified)
30,20,Cc1ccc(NC(=S)Nc2nc(CC(=O)Nc3ccccc3)cs2)cc1
12,42,CCCCNC(=O)Nc1cnn(CC)c1C(N)=O
53,-54,O=C(O)CN1CCN(Cc2ccccc2)C1=O
46,-18,COc1ccc(-n2c(=O)c3ccccc3n(CC(=O)Nc3cc(C)on3)c2=O)cc1OC
23,24,CC(C)(C)CC(=O)NC(=S)N1CCCCCC1
43,-8,COc1ccc(NC(=O)CSc2nnc(C)n2Cc2ccccc2)cc1
4.6*,74*,O=C1C2=C(Nc3ccccc3SC2c2ccco2)c2ccccc21 (stereo unspecified)
9.5,57,Cn1cccc1C(C(=O)NC1CCCCC1)N(C(=O)Cc1cccs1)c1ccc2c(c1)OCO2 (stereo unspecified)
14,28,COc1cc(-c2nnc(SCc3c(F)cccc3Cl)o2)cc(OC)c1OC
31,17,COc1ccc(C(=O)NC(=S)NC(C)C)cc1Br
12,40,CCn1c(=O)n(CC)c2cc(S(N)(=O)=O)c(C)cc21
45,-46,CC1CCN(C(=O)CSc2nnc(Cc3cc(=O)[nH]c(=O)[nH]3)n2-c2ccc(Cl)cc2)CC1
49,-46,CC(C)n1c(SCC(=O)Nc2ccc3c(c2)OCO3)nc2c1c(=O)n(C)c(=O)n2C
43,-2,CNC(=O)CSc1nnnn1CCCOC
15,19,CC1CC(C)CN(c2oc(-c3ccccc3Cl)nc2C#N)C1 (stereo unspecified)
65,-209,CC(C)(C)OC(=O)NC(CCCCNC=O)C(=O)O (stereo unspecified)
17,20,CC(=O)NCc1ccc(C(=O)CSc2nnc(-c3ccncc3)n2Cc2ccccc2)o1
34,-11,CC(=O)NC(CCS(C)(=O)=O)C(=O)Nc1cccc(C)c1 (stereo unspecified)
37,-6,CCC(Sc1ncccc1C(=O)O)C(=O)N1CCOCC1 (stereo unspecified)
37,15,COc1ccc(Cl)cc1S(=O)(=O)N1CCN(C(=O)COc2ccccc2)CC1
16,16,CCOC(=O)c1c2n(c3c(NCc4ccccc4)ncnc13)CCCC2
19,50,CCCCc1c(CCC)c(=N)c2ccccc2n1C
19,-3,Cc1ccc(CN2C(=O)CCC2C(=O)NCCCN2CCCC(C)C2)cc1 (stereo unspecified)
28,3,COc1cccc(OC)c1C(=O)N1CCN=C1SCc1cccnc1
79,-75,COC(=O)c1ccc(NC(=O)C2CCCN(S(=O)(=O)c3cnc[nH]3)C2)cc1 (stereo unspecified)
21,-20,Cc1ccccc1NCc1ccc(O)c2ncccc12
16,22,COCCn1nnnc1C(c1ccccn1)N1CCN(c2cccc(C)c2C)CC1 (stereo unspecified)
37,-6,c1cncc(-c2nnc3sc(C4CCCCC4)nn23)c1
96,-98,CC(SC1=NCCS1)C(=O)Nc1nnc(-c2ccc(Br)cc2)s1 (stereo unspecified)
128,-165,Cc1cccc(N2CCN(c3nc4ccccc4n4cnnc34)CC2)c1C
23,-28,Cc1ccccc1-n1c(SCC(=O)N2CCCC2)nnc1-c1ccccn1
29,27,COc1ccc(CC(NC(C)=O)C(=O)NC2CCN(C(=O)c3cnccn3)CC2)cc1 (stereo unspecified)

Later entries.
mHtt clearance grain fraction,mHtt clearance,mol
24,0,N#CC(c1cccc(Cl)c1)c1ccc2c(C(F)(F)F)cc(C(F)(F)F)nc2n1 (stereo unspecified)
12,34,Cc1cc(N2CCN(C)CC2)nc(N2CCOCC2)n1
12,37,N#Cc1nc(-c2ccccc2Cl)oc1NCc1ccco1
28,27,O=S(=O)(Nc1ccc(Cc2ccncc2)cc1)c1ccc(Cl)c(Cl)c1
31,-70,COc1ccccc1N1CCN(C(=O)COc2ccc(Cl)cc2Br)CC1
18,-2,O=C(Nc1nc2ccccc2n1Cc1ccccc1)c1ccco1
65,-77,CCOc1ccccc1NC(=O)Cn1nnc(-c2ccc(OCC)c(OCC)c2)n1
40,-20,COc1cccc(C(=O)Nc2cc(C(F)(F)F)ccc2Cl)c1
33,-9,Cc1ccccc1-c1nc(CN2CCC(C(=O)NCc3cccs3)CC2)c(C)o1
37,24,COc1ccc(N(CC(=O)NC2CCCCCCC2)S(=O)(=O)c2c(C)nn(C)c2C)cc1
40,-20,CCOC(=O)C(C)Sc1ncc(-c2ccc(Cl)cc2)cn1 (stereo unspecified)
45,8,CCCCSc1nc(C)nc2c1c(=O)n(C)c(=O)n2C
15,27,O=C(COc1ccc(S(=O)(=O)NC2CCCCC2)cc1Cl)N1CCN(c2ccccc2)CC1
38,-11,Cc1cc2cc(CN(Cc3ccco3)C(=O)NCc3ccccc3)c(=O)[nH]c2cc1C
28,-40,COCCNC(=O)Nc1ccc2nc(-c3cccs3)c(-c3cccs3)nc2c1
9.8,45,C/C=C/c1ccccc1OCc1ccc(C(=O)O)o1
40,-3,CCCCn1c(NCCN(C)C)nc2c1c(=O)[nH]c(=O)n2C
38,-2,COc1ccc(C(C#N)Nc2ccccc2OC)cc1 (stereo unspecified)
30,-62,CC(=O)Nc1ccccc1NC(=O)CC(C)(C)C
15,20,CCOC(=O)c1ccc(Nc2nnc3nc(C)cc(C)n23)cc1
15,24,CCN(CC)C(=O)c1ccc(NS(=O)(=O)c2ccccc2)cc1
47,-17,Cc1csc(Nc2ccccc2C(F)(F)F)n1
23,-25,CCc1c(C)sc(NC(=O)C2CCCO2)c1C#N (stereo unspecified)
18,12,Cc1ccc(N(C)C(=O)N2CCN(S(=O)(=O)c3ccc(C)c(C)c3)CC2)cc1
13,30,O=C(CSc1nnc(CNc2ccccc2)o1)N1CCN(C(=O)c2ccco2)CC1
14,33,Cc1cc(C)n(-c2nnc(C)n2/N=C/c2cc(Br)ccc2OCc2ccccc2)n1
43,-20,COc1ccc(S(=O)(=O)N(Cc2nc3ccccc3c(=O)[nH]2)C2CCCC2)cc1
